mcGAS MS inh = mouse cGAS inhibition by mass spec; Q8C6L5; recombinant mouse cGAS, cGAMP by RapidFire MS; inhibition, % at 12.5 µM; hit rate 0.18% among 130,000; AID 1259397;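 active means inhibition of cGAS enzyme activity at or above 60%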;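 further: enzyme stimulated by 45 bp dsDNA with ATP and GTP substrates; cGAMP share of summed cGAMP plus half ATP and half GTP signals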
Target sequence (Q8C6L5 whole entry, looked up): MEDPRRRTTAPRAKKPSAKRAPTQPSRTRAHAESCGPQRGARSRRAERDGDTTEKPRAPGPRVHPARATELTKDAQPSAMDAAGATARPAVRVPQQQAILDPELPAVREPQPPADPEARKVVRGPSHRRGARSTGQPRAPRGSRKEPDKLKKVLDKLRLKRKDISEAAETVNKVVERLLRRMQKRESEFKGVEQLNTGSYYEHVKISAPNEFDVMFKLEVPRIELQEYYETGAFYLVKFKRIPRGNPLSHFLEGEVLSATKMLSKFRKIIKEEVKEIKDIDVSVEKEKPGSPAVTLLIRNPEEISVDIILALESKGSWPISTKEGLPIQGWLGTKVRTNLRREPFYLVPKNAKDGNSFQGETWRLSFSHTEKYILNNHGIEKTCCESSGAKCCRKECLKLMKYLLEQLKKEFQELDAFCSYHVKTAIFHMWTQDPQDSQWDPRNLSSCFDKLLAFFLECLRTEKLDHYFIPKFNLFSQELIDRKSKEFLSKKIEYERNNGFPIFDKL
Starred values were filed as active, the others as inactive; & = joins results of further samples.

structure	mcGAS MS inh
CC(Oc1cccc(Cl)c1)C(=O)N1CCn2cncc2C1 (stereo unspecified)	-22.5
Cc1cccc(C)c1NC(=O)C(C)OC(=O)Cn1c(C)ccc1C (stereo unspecified)	-11.6
C=CCn1c(SCCC)nc2c1c(=O)n(C)c(=O)n2C	-2.3
O=c1oc2ccc([N+](=O)[O-])cc2c2nsnc12	-34.3
CC1(C)CC[C@]2(C(=O)O)CC[C@]3(C)C(=CCC4[C@@]5(C)CC[C@H](O)C(C)(C)C5[C@H](O)C[C@]43C)C2C1 (stereo partly specified)	-1.7
CN(Cc1ccc(C(F)(F)F)cc1)C(=O)/C=C/C(=O)N1CCOCC1	-10.7
CN1C2=C(C(=O)CCC2)C(c2ccc(OS(=O)(=O)c3ccccc3)cc2)C2=C1CCCC2=O	-5.1
Cc1cccc(N(CC(=O)N(C)Cc2csc(C(C)C)n2)S(C)(=O)=O)c1	-4.1
CCc1ccccc1NC(=O)CCCN1C(=O)NC2(CCCC2)C1=O	0.2
Fc1ccc(OCC2CC2)c(Br)c1	-0.4
O=C1CCC(C(=O)N2CCc3ccccc3C2)CN1CCCc1ccccc1 (stereo unspecified)	5.4
COc1cc(OC)cc(C(=O)N2CCC3(CCCN(Cc4cccc(C)c4)C3)C2)c1 (stereo unspecified)	-7.0
Cn1nnnc1SCC(O)=C(C#N)c1nc2ccccc2[nH]1	4.1
CC1(C(=O)Nc2cccc(Oc3ccccc3)c2)CCN1Cc1ccsc1 (stereo unspecified)	-4.2
C=C(Br)Cn1c(COc2ccccc2)nc2ccccc21	0.5

Next section
structure	mcGAS MS inh
CC(C)N(Cc1nccn1C)C(=O)c1c[nH]c(=O)cn1	-5.1
NC(=O)CCN(C(=O)/C=C/c1cccs1)c1ccccc1Cl	-2.8
CC(=O)Nc1cccc(NC(=O)CSc2ncc(CO)n2CC(=O)NC2CCCC2)c1	-11.7
O=C(Nc1ccc2c(c1)OCO2)C1CCCCC1c1nc2ccccc2s1 (stereo unspecified)	3.4
CCCCS(=O)(=O)NC(C)c1ccccc1Cl (stereo unspecified)	-2.4
Cc1nn(-c2ccccc2)cc1CN1CCN(Cc2cccc(F)c2)CC1	-5.6
O=c1c2nnn(Cc3ccc(F)cc3)c2ncn1Cc1ccccc1F	7.9
COc1cccc(C(=O)CN2C(=O)NC3(CCCCC3C)C2=O)c1 (stereo unspecified)	-2.5
COc1ccccc1Nc1ncccc1C(=O)N(C)Cc1cnn(C)c1	-4.8
O=C1c2ccccc2-c2ccc(Br)c3cccc1c23	-8.1
Cc1ccc2c(c1)SC(C)C(=O)N2Cc1ccc(Cl)cc1 (stereo unspecified)	-15.1
O=C(O)CC1CNCCN(Cc2ccccc2Cn2cccn2)C1 (stereo unspecified)	-4.0
COC(=O)c1ccc(C(C)N(C)Cc2ccc(Cl)s2)o1 (stereo unspecified)	-5.5
CCN(CC)C(=O)c1ccc(C2CCCN2C(=O)c2occc2C)s1 (stereo unspecified)	3.7
O=C(Cc1ccc(Cl)c(Cl)c1)N1N=C(C(F)F)CC1(O)C(F)F (stereo unspecified)	-3.1

Next compounds:
structure	mcGAS MS inh
NC(N)=NC(N)=Nc1ccc(SC(F)F)cc1	-4.3
CSCCNC(=O)CC1C(=O)NCCN1Cc1cccs1 (stereo unspecified)	8.7
CNC(=O)C1CN(C(=O)COc2cc(C)ccc2C(N)=O)c2ccccc2O1 (stereo unspecified)	-4.2
CCc1c(C)nn(CCNC(=O)C2CC3(CCNCC3)CN2)c1C (stereo unspecified)	-4.2
c1cc[n+](CCCCn2c3ccccc3c3ccccc32)cc1	-38.1
COc1ccc2c(c1)OC(=O)NC2(c1ccccc1)C(F)(F)F (stereo unspecified)	-2.7
CCCN(C(=O)C=Cc1cc(Cl)ccc1Cl)C1CCS(=O)(=O)C1 (stereo unspecified)	-11.9
Cc1nc(C)c2c(C)c(C(=O)NCCC3CC4CCC3C4)sc2n1 (stereo unspecified)	-15.9
c1cc(CN2CCc3[nH]nc(-c4ccc5c(c4)OCO5)c3C2)cs1	-2.3
O=C1CCCCCN1CCC(=O)N1CCC2(CCCN(Cc3ccc(F)cc3)C2)C1 (stereo unspecified)	-10.6
CN(C)C(C)(C)CNCC1CCCCCCC1	-8.9
COc1ccc(OC)c(-n2cnnc2CCc2ccccc2O)c1	-12.0
CCc1c(C)c(C#N)c2nc3ccccc3n2c1N1CCCC1	-2.3
Cc1ccc(CN(C)Cc2nc(-c3ccc(Cl)cc3)no2)o1	-14.8
Cc1cn(CC(=O)N(C2CCCC2)C2CCS(=O)(=O)C2)c(=O)n1-c1ccc(C#N)cc1 (stereo unspecified)	-8.8

Next part, starting with the last five of the part before.
structure	mcGAS MS inh
CN(C)C(C)(C)CNCC1CCCCCCC1	-8.9
COc1ccc(OC)c(-n2cnnc2CCc2ccccc2O)c1	-12.0
CCc1c(C)c(C#N)c2nc3ccccc3n2c1N1CCCC1	-2.3
Cc1ccc(CN(C)Cc2nc(-c3ccc(Cl)cc3)no2)o1	-14.8
Cc1cn(CC(=O)N(C2CCCC2)C2CCS(=O)(=O)C2)c(=O)n1-c1ccc(C#N)cc1 (stereo unspecified)	-8.8
CC(C)c1ccc(N2CCC(C(=O)NCC3CCCO3)C2=O)cc1 (stereo unspecified)	-10.6
COc1ccc(CNC(=O)c2sc(=O)n(Cc3c(C)cccc3C)c2C)cc1OC	-13.6
Cc1ccsc1-c1nccc(CCC(F)(F)F)n1	-15.2
CN(CC1Cc2ccccc2CN1C)C(=O)c1ccc2c(c1)nnn2C (stereo unspecified)	-12.6
Cc1c(C(=O)NC2CCCC2)sc(=O)n1Cc1ccccc1	-8.7
COc1ccc(S(=O)(=O)N(C)C)c(C)c1C	-9.9
Cc1ccc(S(=O)(=O)Nc2cc(CO)ccc2Cl)cc1F	-53.2&-0.8
CC(C)Cc1nc(-c2nc3c([nH]2)CC(C)(C)CNC3=O)no1	-12.4
CC(c1ccccc1)n1cnn(CN2CCOC(c3ccc(F)cc3)C2)c1=S (stereo unspecified)	-17.3
O=C(CN(CC(=O)N1CCOCC1)S(=O)(=O)c1ccc(Br)s1)N1CCOCC1	0.0
CCOC(=O)C1(CCOC)CCN(Cc2cc(OC)ccc2F)CC1	-8.6
COCC(NC(=O)c1cc(-c2ccccc2)n[nH]1)c1ccnn1C (stereo unspecified)	-11.7
FC(F)(F)c1ccc(Cl)c(-n2c(COc3ccccc3)n[nH]c2=S)c1	0.6
O=C(c1ccccc1)N1CCN(Cn2nnc3ccccc32)CC1	-0.6
CC1CCC(N(Cc2nnsc2Cl)C2CC2)CC1 (stereo unspecified)	-1.6

The results go on:
structure	mcGAS MS inh
O=C1CCCN1CCC1CCCCN1C(=O)Nc1cc(F)ccc1F (stereo unspecified)	-8.6
Cc1[nH]c2ccc(C(=O)OCc3ccc(C#N)cc3)cc2c1C	30.8
Cc1cc(=O)[nH]c(-n2nc(C)c(CCC(=O)Nc3ccccc3C(N)=O)c2C)n1	-3.0
Clc1ccc(-n2nnnc2Sc2ncnc3sc4c(c23)CCC4)cc1	-5.5
Cc1c(C(C)NC(=O)c2csc(C(C)C)n2)cnn1-c1ccccn1 (stereo unspecified)	-0.2
COc1ccccc1C1NC(=O)NC(C)=C1C(=O)OCC1CCCO1 (stereo unspecified)	-14.4
NC(=O)CC1CCCCN1c1ccc(-c2nc(-c3ccccc3F)no2)cn1 (stereo unspecified)	-2.3
C=C(C)COc1ccccc1C(=O)NCCc1cc(=O)[nH]c(C)n1	-16.0
Cc1cccc(-n2nc([N+](=O)[O-])c(=Nc3ccc(I)cc3)n2O)c1	4.6
O=S(=O)(c1ccc(Nc2ccn(CCO)n2)cc1)C(F)(F)F	-4.1
Cc1nc(CN(C)Cc2cnc(S(=O)(=O)C(C)C)n2CCC(C)C)cs1	-8.3
Cc1ccc(NC(=O)c2sc(=O)n(Cc3cccc(C(F)(F)F)c3)c2C)cc1	-5.1
COc1ccccc1-c1nc(CS(=O)(=O)C23CC4CC(CC(C4)C2)C3)cs1	0.7
Cc1ccccc1-c1cc(NCc2ccc(F)cc2F)n(C)n1	-1.7
CCNc1ncc(C(=O)N2CCC(=O)N(CC3CC3)C(C(C)C)C2)cn1 (stereo unspecified)	-5.9

(cont.)
structure	mcGAS MS inh
O=c1c2cnc3ncnn3c2ccn1-c1cccc(F)c1	-3.7
NS(=O)(=O)c1ccc(Sc2ccc3ccccc3c2)nc1	-2.3
CC(C)Cc1cc(CNC(=O)c2ccccc2C2CCNC2)no1 (stereo unspecified)	-12.9
COc1cccc(F)c1-c1cncnc1	-7.3
CCc1ccc(NC(=O)CSc2nnc(-c3cccn(C)c3=O)n2CC)cc1	-2.3
O=c1c2cnc3ncnn3c2ccn1Cc1ccc(Cl)cc1	-8.7
Cc1nnc(CN(C)c2ccc(-c3nc(-c4ccccc4F)no3)cn2)o1	-8.1
Brc1c(-c2ccccc2)nc2ccccn12	4.3
COc1ccc(CNC2CCOCC2)c(OC2CCCC2)c1	-3.9
CC(C)NC(=O)N(Cc1cc(N)ccc1N(C)C)CC1CC1	-2.7
Cc1nnc(N(C)Cc2ccc(Cl)s2)c(C#N)c1C	-1.6
c1ccc(-c2cnc3n2CCC3)cc1	1.2
CC(=O)c1ccc(N2CCOCC2)c(-c2ccc(S(C)(=O)=O)cc2)c1	-13.7
O=C(CCc1nc2ccccc2c(=O)[nH]1)NCCc1cccc(Cl)c1	2.6
Cc1ccccc1NCc1nc[nH]c1C	0.2

Continued:
structure	mcGAS MS inh
Cc1cc(C)n(C(C[N+](=O)[O-])c2cccc(Br)c2)n1 (stereo unspecified)	-0.6
COc1ccccc1N1C(=O)NC(=O)/C(=C/c2ccc(N(C)C)cc2)C1=O	-2.4
CC1=C(C(=O)Nc2ccccc2)C(c2cccnc2)C(C(=O)Nc2ccccc2)=C(C)N1	2.3
Cc1cc(C(=O)CN2C(=O)C(=O)N(CCc3cccs3)C2=O)c(C)n1C1CC1	-2.0
Cc1ccc(NC2CCCN(C(=O)c3cc4ccccc4cn3)C2)cc1C (stereo unspecified)	-2.3
Cc1ccc(-c2nc(C(=O)OC(C)C(=O)N3CCCCCC3)cs2)cc1 (stereo unspecified)	-0.8
OCC1(Cc2cccc(Cl)c2)CCCN(C2Cc3ccccc3C2)C1 (stereo unspecified)	-4.1
O=C(CCc1ccccc1)NCCSc1ncc(C(F)(F)F)cc1Cl	-9.7
O=C(CCS(=O)(=O)c1ccc2c(c1)CCC2)NC1CC1c1ccc(F)cc1 (stereo unspecified)	-5.0
COc1cc(NC(=O)Cn2cccc(S(=O)(=O)N3CCOCC3)c2=O)cc(OC)c1	-5.5
CC(=O)NCCc1ccc(C(=O)Nc2ccc(C)cn2)cc1	-2.4
Cc1nn(CC(=O)Nn2cccc2)c(C)c1Cl	-14.2
CN(Cc1nc2ccc(Cl)cc2[nH]1)Cc1nc(-c2ccccn2)no1	-20.0
Cc1nc2n(n1)C(=O)C(C(c1ccccc1)N1CCC3(CC1)OCCO3)S2 (stereo unspecified)	-7.5
O=c1cc(CN(Cc2cccs2)CC2CCCO2)nc2sccn12 (stereo unspecified)	0.8

Later entries.
structure	mcGAS MS inh
Cc1ccc(Nc2nc(NCCCN(C)C)nc3nccnc23)cc1	-17.0
CS(=O)(=O)c1cccc(C(=O)Nc2cc(F)cc(N3CCCC3)c2)c1	3.3
Cc1ccc(C(=O)NC2CCCc3nc(-c4cccnc4)ncc32)s1 (stereo unspecified)	-2.9
COc1ccc(C2c3[nH]c4ccccc4c3CCN2Cc2ncc(C)[nH]2)cc1C (stereo unspecified)	-2.2
COC(=O)c1ccc(S(=O)(=O)NCCN2CCOCC2)cc1	0.3
c1c2c(cc3[nH]c(C4CCCCC4)nc13)OCCO2	-1.3
CCOc1ccc(CN(C(=O)c2ccc(C3CCCO3)s2)C2CC2)cc1 (stereo unspecified)	-22.4
O=C(NC1CC1)c1ccc(NC(=O)c2ccc(F)cc2F)cc1	-15.5
O=C(NC1CC1)C1CN(Cc2cnc(NCc3ccccc3)nc2)CCN1 (stereo unspecified)	-19.8
O=C(NCC(=O)N1CCC(C(=O)c2ccccc2)CC1)c1ccccc1Cl	10.0
CC(C)=CCC/C(C)=C/CC/C(C)=C/CO	-1.8
COc1cc(COC(=O)CSC)ccc1C	-13.2
c1ccc2sc(CN3CCCCC3c3nc4ccccc4s3)nc2c1 (stereo unspecified)	-6.0
O=C(CCn1cncn1)N1CCC2(CCCN(Cc3ccccc3F)C2)C1 (stereo unspecified)	-7.2
O=C(CNC(=O)c1ccc2nc(-n3cccc3)sc2c1)NCCO	-7.4

Next section.
structure	mcGAS MS inh
Cc1nc(NCc2ccc(O)cc2)c2c(CC(C)C)csc2n1	-4.4
CCOc1ccc(C=CC(=O)c2ccc(I)cc2)cc1OC	-3.4
Cc1ccccc1CC(=O)N1CCC(NC(=O)c2ccc(F)cc2)CC1	-0.5
CC(SC(=S)N1CCCC1)c1nc(C2CC2)no1 (stereo unspecified)	-1.8
CCn1cncc1S(=O)(=O)NCCNC(=O)c1ccccc1	-3.2
O=c1c(N=Nc2cccc([N+](=O)[O-])c2)c(-c2ccccc2)[nH]n1-c1ccccc1	-6.5
Cc1cc(N2CCOC(C(F)(F)F)C2)nc2ccccc12 (stereo unspecified)	-20.2
O=C(NCc1nnnn1-c1ccc(Cl)cc1)Nc1cccs1	0.7
CC(C)(C)NC(=O)CC(c1ccccc1)c1cc(Cl)ccc1O (stereo unspecified)	-7.0
Cc1ccccc1-c1ncc(CN2CCCC2c2nonc2C)s1 (stereo unspecified)	-9.4

Looked up above.
CC(SC(=S)N1CCCC1)c1nc(C2CC2)no1 (stereo unspecified) in mcGAS MS inh has -1.8
CCOc1ccc(C=CC(=O)c2ccc(I)cc2)cc1OC in mcGAS MS inh has -3.4
Cc1ccccc1-c1ncc(CN2CCCC2c2nonc2C)s1 (stereo unspecified) in mcGAS MS inh has -9.4

A portion of the library (hit frequency here may not be typical).
